Bioassay records (PubChem)
CHRM5 antagonist: antagonists of human muscarinic M5 receptor (CHRM5); CHO-hM5 cells, Fluo-8 calcium fluorescence, ACh EC80; inhibition, % at 3 µM; actives 0.59% (n = 360,000);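 active = inhibition above a per-plate cutoff, the mean of that plate's test compounds plus 3 SD, cut at about 27% in these data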;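 also: 0% = acetylcholine EC80 with DMSO and 100% = DMSO without agonist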
Target sequence (P08912 whole entry, looked up): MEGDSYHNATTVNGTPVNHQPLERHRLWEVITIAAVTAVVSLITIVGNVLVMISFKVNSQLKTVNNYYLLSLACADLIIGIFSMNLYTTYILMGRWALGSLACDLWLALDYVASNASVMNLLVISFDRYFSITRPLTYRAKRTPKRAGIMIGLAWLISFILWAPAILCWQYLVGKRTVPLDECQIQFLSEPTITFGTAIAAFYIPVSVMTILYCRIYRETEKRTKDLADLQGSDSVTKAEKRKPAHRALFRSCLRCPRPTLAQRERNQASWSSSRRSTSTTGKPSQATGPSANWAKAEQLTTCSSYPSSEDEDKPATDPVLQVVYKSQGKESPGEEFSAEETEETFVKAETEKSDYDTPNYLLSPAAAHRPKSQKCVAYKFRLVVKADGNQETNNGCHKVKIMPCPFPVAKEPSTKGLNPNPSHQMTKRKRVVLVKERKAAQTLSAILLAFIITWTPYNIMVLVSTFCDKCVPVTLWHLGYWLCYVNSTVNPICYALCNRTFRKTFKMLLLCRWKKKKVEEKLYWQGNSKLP
CHRM5 PAM: positive allosteric modulators of human muscarinic M5 receptor; P08912; CHO-K1 hM5, Fluo-8 calcium, ACh EC20 PAM; 0% = ACh EC20, 100% = ACh EC100; activation, % at 3 µM; actives 0.3% (n = 360,000);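 active = activation above the run cutoff, the mean activation of all test compounds plus 3 SD, cut at about 18% in these data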
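Assay system: CHO-K1 hM5 cells. Also added: acetylcholine at EC20 concentration, added after compound. Dosing: 3 µM, single dose. Times: compound preincubation 140 s before EC20 acetylcholine addition. Signal: Fluo-8 calcium fluorescence. Measure: % activation relative to EC20 and EC100 ACh responses. Repeats: singlicate, one well per test compound.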
CRFBP-R2 block: antagonists of CRF-binding protein/CRF-R2 receptor complex. HEK293 CRF-R2/CRF-BP, CRF-induced calcium fluorescence. AID 588475. actives 0.59% (n = 350,000). inhibition, % at 11.8 µM;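 active = inhibition of the ligand-induced calcium signal above about 50% at the single tested concentration, limit read from the data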
CRFBP-R2 agonist: agonists of human CRF-binding protein/CRF-R2 receptor complex; HEK293 CRF-R2/CRF-BP, calcium dye fluorescence (FLIPR); percent of saturating CRF peptide response; activation, % at 13.2 µM; actives 0.46% (n = 350,000); AID 588473;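 active = activation of at least 50%, plus an integration ratio under a set limit after plate pattern correction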;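 also: plate controls were neutral control wells without compound for no effect and CRF at EC100 for full effect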
CHRM5 agonist: agonists of human muscarinic M5 receptor (CHRM5). P08912. CHO-K1 hM5 cells, Fluo-8 calcium fluorescence; 0% DMSO wells, 100% maximal acetylcholine response. activation, % at 3 µM. actives 0.19% (n = 360,000);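 active = activation above the run's mean over test compounds plus 3 SD, cut at about 23% in these data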;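 also: signal is peak over basal fluorescence ratio across the kinetic read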
M1 PAM parental: nonselective activator or artifact in parental CHO-K1 calcium assay. actives 0.02% (n = 360,000). ATP EC20, Fluo-8 calcium fluorescence; 0% at ATP EC20, 100% at ATP max. AID 602247. activation, % at 3 µM;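 active = activation above the run cutoff, the mean activation of all test compounds plus 3 SD, cut at about 40% in these data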;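 also: peak over basal fluorescence ratio in a 140 s read after ATP addition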
CHRM4 PAM: CHRM4 positive allosteric modulation; P08173; CHO-K1 hM4/Gqi5, Fluo-8 calcium fluorescence, ACh EC20; 0% = ACh EC20, 100% = maximal ACh; activation, % at 3 µM; actives 0.4% (n = 360,000); AID 624126;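 active = activation above its plate's cutoff, the mean activation of sample wells plus 3 SD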; also: some results filed as inactive read as strong as hits
TAAR1 agonist: agonists of human TAAR1 | activation, % at 3 µM | Q96RJ0 | actives 0.99% (n = 360,000) | CHO RD-HGA16 TAAR1, Fluo-8 calcium fluorescence; vehicle wells 0%, saturating PEA agonist 100%;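 active = activation above the mean activation of all test compounds in the run plus 3 SD, cut at about 38% in these data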
Target sequence (Q96RJ0 whole entry, looked up): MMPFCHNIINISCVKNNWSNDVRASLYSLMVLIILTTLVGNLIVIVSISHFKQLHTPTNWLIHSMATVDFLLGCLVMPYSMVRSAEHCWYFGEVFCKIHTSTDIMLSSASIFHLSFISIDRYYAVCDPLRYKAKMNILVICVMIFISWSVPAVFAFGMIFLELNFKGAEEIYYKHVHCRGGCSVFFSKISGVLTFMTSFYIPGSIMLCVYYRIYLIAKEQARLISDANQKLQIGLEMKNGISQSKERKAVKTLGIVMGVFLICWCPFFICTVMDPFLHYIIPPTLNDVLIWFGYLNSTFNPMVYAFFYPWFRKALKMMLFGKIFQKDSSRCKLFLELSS
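Test system: RD-HGA16 (CHO) cells co-expressing Gα16 and hTAAR1; dosing: one-point dosing at 3 µM (nominal); timing: 17-24 h seeding, 75 min 37 °C dye, 30 min RT; signal: kinetic Fluo-8 calcium fluorescence; read-out basis: % activation relative to PEA EC100 response; controls: DMSO and PEA EC100; replicates: n 1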
TAAR1 antagonist: human TAAR1 antagonism | CHO RD-HGA16 TAAR1, Fluo-8 calcium fluorescence, antagonist | inhibition, % at 3 µM | actives 1.5% (n = 360,000) | AID 624466;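 active = inhibition above a per-plate cutoff, the mean inhibition of test compounds on that plate plus 3 SD, cut at about 49% in these data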;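 also: 0% = DMSO plus EC80 beta-PEA response and 100% = DMSO alone without agonist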
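Material: CHO RD-HGA16 cells bearing hTAAR1; compound dosing: one-point dosing, 3 µM nominal final; schedule: dye loading 75 min at 37 °C, then 30 min room temperature; measured by: calcium fluorescence with Fluo-8; control set: vehicle and agonist controls; replication: n of 1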
Active calls of the source: *; · = not tested or not shown.

Start of the data: the first two compounds, to show the layout:
entry	Compound	CHRM5 antagonist	CHRM5 PAM	CRFBP-R2 block	CRFBP-R2 agonist	CHRM5 agonist
1	Cc1cc(C)n2nc(C)c(-c3ccccc3)c2n1	16	-5	-4	-5.2	-3
2	CC1CCN(CCCOc2ccc(Cl)cc2Br)CC1	8	-9	-5	5.0	-14

entry	M1 PAM parental	CHRM4 PAM	TAAR1 agonist	TAAR1 antagonist
1	-27	17	-2	-9
2	19	-14	11	-11

Main list, from the start:
entry	Compound	CHRM5 antagonist	CHRM5 PAM	CRFBP-R2 block	CRFBP-R2 agonist	CHRM5 agonist
1	Cc1cc(C)n2nc(C)c(-c3ccccc3)c2n1	16	-5	-4	-5.2	-3
2	CC1CCN(CCCOc2ccc(Cl)cc2Br)CC1	8	-9	-5	5.0	-14
3	Clc1cccc(Sc2ccc(-c3ccccn3)s2)c1	24	-8	-1	2.2	-4
4	COc1ccc(NC(=S)NC(NC(=O)CCl)C(Cl)(Cl)Cl)c([N+](=O)[O-])c1 (centres undefined)	3	-3	-8	0.3	2
5	CCn1c(SCc2cccc(F)c2)nc2c(c1=O)SCC2	-2	17	32	-2.7	3
6	CCOc1ccccc1NC(=O)CCCc1nc2ccccc2c(=O)[nH]1	-5	-8	-4	-0.4	6
7	C=C1C[C@H](O[C@@H]2O[C@H](CO)[C@@H](O)[C@H](O)[C@H]2O)[C@@H]2[C@H](OC(=O)[C@H]2C)[C@H]2[C@H](C)[C@H](O)C[C@@H]12	4	3	3	-1.4	1
8	Cn1c(SCC(=O)N/N=C/C=C\c2ccco2)nc2ccccc21	7	-3	8	1.3	1

entry	M1 PAM parental	CHRM4 PAM	TAAR1 agonist	TAAR1 antagonist
1	-27	17	-2	-9
2	19	-14	11	-11
3	2	16	0	0
4	19	2	·	·
5	25	5	6	-30
6	-2	4	3	15
7	-6	12	3	-5
8	2	-3	6	5

The list continues.
entry	Compound	CHRM5 antagonist	CHRM5 PAM	CRFBP-R2 block	CRFBP-R2 agonist	CHRM5 agonist
9	COc1ccc2[nH]c(=O)c(CN(Cc3nnnn3Cc3ccco3)C3CCCCC3)cc2c1	-7	3	16	-0.7	2
10	CCOC(=O)[C@]12CCC=C1N(Cc1ccccc1)C(=O)[C@H](CC(=O)NCC1CCCCC1)C2	-6	4	·	·	-3
11	Cc1nn(CC(=O)NCc2ccccc2F)c(C)c1[N+](=O)[O-]	4	4	13	0.5	-4
12	CN(C)S(=O)(=O)c1cc(C(=O)NCc2ccccc2)c(Cl)cc1Cl	-3	4	8	-1.5	2
13	O=C(c1ccco1)N1CCCSC1=Nc1ccccc1	1	-1	11	-1.4	-6
14	O=C1CCN2C=Nc3cccc4ccc1c2c34	10	-3	-334	598	9
15	Cc1ccccc1NNC(N)=S	0	-1	-8	0.4	1
16	NCCOc1ccc(C2CCCCC2)cc1	11	8	-12	2.5	5

entry	M1 PAM parental	CHRM4 PAM	TAAR1 agonist	TAAR1 antagonist
9	-4	13	25	67*
10	4	7	1	-21
11	-8	12	4	2
12	22	4	10	-17
13	18	1	3	9
14	-8	0	109*	32
15	21	12	3	-23
16	9	-3	37	-26

Other results follow.
entry	Compound	CHRM5 antagonist	CHRM5 PAM	CRFBP-R2 block	CRFBP-R2 agonist	CHRM5 agonist
17	CCOC(=O)c1c(C)[nH]c(C)c1S(=O)(=O)N(C)CC(=O)NCc1ccc(C)cc1	16	-7	-4	1.2	-5
18	Cc1nn(CC(=O)Nc2cccc(S(N)(=O)=O)c2)c(C)c1[N+](=O)[O-]	2	0	4	-2.8	-1
19	COc1ccc2cc(-c3ccon3)ccc2c1	0	2	1	-5.0	-8
20	COc1ccccc1-c1noc(-c2ccccc2C(=O)Nc2ccccc2)n1	2	-10	-13	-1.7	0
21	Cc1cc(C)nc(SCCC(=O)Nc2cccc3ccccc23)n1	-5	-1	15	-3.2	-2
22	Cc1nc(C)c(-c2ccn(C(=O)NC(C)C)n2)s1	-2	5	-7	3.0	1
23	CCOc1ccccc1N1CCN(CC(O)COc2ccc3c(C)cc(=O)oc3c2)CC1 (centres undefined)	-16	2	24	-1.2	-5
24	CCC(C)n1c(SCC(=O)Nc2ccc3[nH]c(=O)[nH]c3c2)nc2ccccc2c1=O (centres undefined)	15	-4	0	0.4	0

entry	M1 PAM parental	CHRM4 PAM	TAAR1 agonist	TAAR1 antagonist
17	-7	1	4	-13
18	7	-1	5	-13
19	-2	-3	0	-11
20	1	-4	22	47
21	-2	26	2	-11
22	15	-1	4	-15
23	7	-7	0	10
24	-31	-5	3	8

(next part)
entry	Compound	CHRM5 antagonist	CHRM5 PAM	CRFBP-R2 block	CRFBP-R2 agonist	CHRM5 agonist
25	O=S(=O)(NCC(c1ccccc1)N1CCNCC1)c1ccc(Cl)cc1 (centres undefined)	3	-3	-9	-0.2	-6
26	CC(OC(=O)Cc1n[nH]c(=O)c2ccccc12)C(=O)Nc1ccccc1[N+](=O)[O-] (centres undefined)	3	2	-5	-0.4	0
27	CCNS(=O)(=O)c1ccc(NC(=O)Cn2cc([N+](=O)[O-])cn2)cc1	13	-4	4	3.7	-1
28	COc1cc(/C=C2/NC(=O)NC2=O)cc(Br)c1OCc1cccc(C(=O)O)c1	-4	-1	6	-0.9	-3
29	O=C1CCC(=O)N1OCCCCOc1ccccc1	3	11	6	0.4	-2
30	COc1ccc2[nH]cc(C(=O)CN3CCC(C)CC3)c2c1	-8	17	-21	3.8	6
31	CC(=O)N1CCN(C(=O)c2cc(S(=O)(=O)NCc3ccccc3)ccc2C)CC1	15	-8	9	0.3	-5
32	Cc1cccc(Nc2nc3c(S(=O)(=O)c4ccccc4)nnn3c3ccccc23)c1	-3	-2	7	-1.4	-2

entry	M1 PAM parental	CHRM4 PAM	TAAR1 agonist	TAAR1 antagonist
25	18	-3	3	23
26	8	0	2	-14
27	-6	14	4	20
28	8	1	3	8
29	21	-5	4	3
30	-1	20	7	9
31	2	0	5	-18
32	-14	6	4	4

Taken from the results shown for reference:
entry	Compound	CHRM5 antagonist	CHRM5 PAM	CRFBP-R2 block	CRFBP-R2 agonist	CHRM5 agonist
1	Cc1cc(C)n2nc(C)c(-c3ccccc3)c2n1	16	-5	-4	-5.2	-3
2	CC1CCN(CCCOc2ccc(Cl)cc2Br)CC1	8	-9	-5	5.0	-14

entry	M1 PAM parental	CHRM4 PAM	TAAR1 agonist	TAAR1 antagonist
1	-27	17	-2	-9
2	19	-14	11	-11

2 entries from above in another layout.
#29 O=C1CCC(=O)N1OCCCCOc1ccccc1
  CHRM5 antagonist: 3
  CHRM5 PAM: 11
  CRFBP-R2 block: 6
  CRFBP-R2 agonist: 0.4
  CHRM5 agonist: -2
  M1 PAM parental: 21
  CHRM4 PAM: -5
  TAAR1 agonist: 4
  TAAR1 antagonist: 3

#30 COc1ccc2[nH]cc(C(=O)CN3CCC(C)CC3)c2c1
  CHRM5 antagonist: -8
  CHRM5 PAM: 17
  CRFBP-R2 block: -21
  CRFBP-R2 agonist: 3.8
  CHRM5 agonist: 6
  M1 PAM parental: -1
  CHRM4 PAM: 20
  TAAR1 agonist: 7
  TAAR1 antagonist: 9

Next section
entry	Compound	CHRM5 antagonist	CHRM5 PAM	CRFBP-R2 block	CRFBP-R2 agonist	CHRM5 agonist
33	O=C(CSc1ccccc1)NCc1cccnc1	3	11	23	-1.0	-8
34	Cc1cccc(NC(=O)CNC(=O)c2cc(C3CC3)nn2-c2ccccc2)c1C	2	-3	-1	0.6	-3
35	O=C(CSc1nc2ccccc2c(=O)n1-c1ccccc1)Nc1ccc2c(c1)CCC2	1	3	·	·	-2
36	CCCCn1c(N)c(N(CCC(C)C)C(=O)c2cc(CC)c(C)s2)c(=O)[nH]c1=O	1	3	0	1.7	-1
37	CC(OC(=O)Cn1cnc2c1c(=O)n(C)c(=O)n2C)C(=O)NC1(C#N)CCCCC1 (centres undefined)	7	-3	20	1.5	1
38	COCCNC(=O)C(c1ccc(Cl)cc1)N(C(=O)CCC(=O)Nc1ccccn1)C1CCCC1 (centres undefined)	1	0	-2	-2.0	1
39	COc1ccc2[nH]c(C(=O)O)c(NS(=O)(=O)c3ccc(C)cc3C)c2c1	-1	1	2	2.1	-3
40	CCC(C)Oc1nc2c(c(=O)n(C)c(=O)n2C)n1C (centres undefined)	1	-1	-2	-0.6	-2
41	CC(=O)N(C)c1ccc(N=Nc2c(C)[nH]n(-c3ccccc3)c2=O)cc1	-2	2	0	-3.8	2
42	COc1ccc(Br)cc1CNC(=O)Cc1cccs1	5	-2	13	-2.0	-5
43	O=C(N/N=C/CCc1ccccc1)c1ccccc1	2	-4	3	1.9	-6

entry	M1 PAM parental	CHRM4 PAM	TAAR1 agonist	TAAR1 antagonist
33	18	4	9	-12
34	-6	6	1	-18
35	15	0	3	-14
36	7	1	0	-6
37	-5	6	1	-25
38	5	17	7	-8
39	4	0	4	-21
40	-1	-5	0	-11
41	15	-2	0	-7
42	0	11	1	-25
43	13	8	7	6
